Nrf2 activator = Nrf2 pathway activation; 410,000 compounds, 0.31% hits; AREc32 ARE-luciferase reporter (MCF7-derived line), luminescence, 24 h; Potency, µM (series often up to 46.1 µM), without a hit: at the highest dose activation, most hits filed as activators; AID 624171; note: % of control where 0% means no effect; nearly all actives have a fitted effect of over 65% in size
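ARE-driven firefly luciferase activity in AREc32 cells measured after a 24 hr compound exposure at 37 deg C, using Steady-Glo reagent and a 30 min room-temperature hold.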
A549 viability = kills or reduces viability of A549 cells in Nrf2 counter-screen. A549 ARE-Fluc cells, CellTiter-Fluor viability, 18-24 h. Potency, µM (highest dose often 46 µM), for the others: at the top dose activity change, negative = cytotoxicity, actives largely listed as inhibitors. 390,000 compounds, 0.16% hits. AID 504648; note: % is set by controls: 0 for no effect and ±100 for the full control effect
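Cytotoxicity counterscreen: CellTiter-Fluor fluorescence was measured in A549 ARE_Fluc cells after 18-24 h of compound exposure in a concentration series. The subsequent BugLite luminescent read reports ARE-luciferase activity.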
ATXN2 expr inh = reduces ATXN2 reporter expression in HEK-293 cells | Potency, µM (top dose mostly 57 µM), for inactives: top-dose activity change, negative = inhibition, actives largely listed as inhibitors | 360,000 compounds, 0.72% hits | HEK-293 ATXN2-luciferase reporter, luminescence, 24 h; note: % is set by controls: 0 for no effect and ±100 for the full control effect; nearly all actives have a fitted effect of over 55% in size
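qHTS (up to 57 uM final) was run with 24 h compound exposure of reporter cells at 37 °C. Each well was multiplexed: SteadyGlo luminescence measured ATXN2-luciferase expression after a fluorogenic Gly-Phe-AFC viability readout (25 uM final).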
Nrf2 block = Nrf2 pathway inhibition; A549 ARE-Fluc reporter, luciferase luminescence, 18-24 h; Potency, µM (doses to about 46 µM), for the others: at the top dose activity change, negative = inhibition, hits mostly inhibitors; 360,000 compounds, 2.1% hits; AID 504444; note: % is set by controls: 0 for no effect and ±100 for the full control effect; nearly all actives have a fitted effect of over 60% in size
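Quantitative HTS in A549 cells stably bearing an antioxidant response element-firefly luciferase construct. Inhibition of Nrf2-driven transcription was scored by luminescence after 18-24 h of compound exposure at 37 °C.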
EPAC2 antagonist = blocks human EPAC2 exchange factor; EPAC2 GEF exchange of Rap1B-BODIPY-GDP, fluorescence; 360,000 compounds, 0.18% hits; AID 720708; Potency, µM (series often up to 114 µM), for inactives: top-dose activity, negative = inhibition, actives largely listed as inhibitors; note: % is set by controls: 0 for no effect and ±100 for the full control effect; nearly all actives have a fitted effect of over 45% in size; many of its hits are not listed in these tables
Target sequence (Q8WZA2 whole entry, looked up): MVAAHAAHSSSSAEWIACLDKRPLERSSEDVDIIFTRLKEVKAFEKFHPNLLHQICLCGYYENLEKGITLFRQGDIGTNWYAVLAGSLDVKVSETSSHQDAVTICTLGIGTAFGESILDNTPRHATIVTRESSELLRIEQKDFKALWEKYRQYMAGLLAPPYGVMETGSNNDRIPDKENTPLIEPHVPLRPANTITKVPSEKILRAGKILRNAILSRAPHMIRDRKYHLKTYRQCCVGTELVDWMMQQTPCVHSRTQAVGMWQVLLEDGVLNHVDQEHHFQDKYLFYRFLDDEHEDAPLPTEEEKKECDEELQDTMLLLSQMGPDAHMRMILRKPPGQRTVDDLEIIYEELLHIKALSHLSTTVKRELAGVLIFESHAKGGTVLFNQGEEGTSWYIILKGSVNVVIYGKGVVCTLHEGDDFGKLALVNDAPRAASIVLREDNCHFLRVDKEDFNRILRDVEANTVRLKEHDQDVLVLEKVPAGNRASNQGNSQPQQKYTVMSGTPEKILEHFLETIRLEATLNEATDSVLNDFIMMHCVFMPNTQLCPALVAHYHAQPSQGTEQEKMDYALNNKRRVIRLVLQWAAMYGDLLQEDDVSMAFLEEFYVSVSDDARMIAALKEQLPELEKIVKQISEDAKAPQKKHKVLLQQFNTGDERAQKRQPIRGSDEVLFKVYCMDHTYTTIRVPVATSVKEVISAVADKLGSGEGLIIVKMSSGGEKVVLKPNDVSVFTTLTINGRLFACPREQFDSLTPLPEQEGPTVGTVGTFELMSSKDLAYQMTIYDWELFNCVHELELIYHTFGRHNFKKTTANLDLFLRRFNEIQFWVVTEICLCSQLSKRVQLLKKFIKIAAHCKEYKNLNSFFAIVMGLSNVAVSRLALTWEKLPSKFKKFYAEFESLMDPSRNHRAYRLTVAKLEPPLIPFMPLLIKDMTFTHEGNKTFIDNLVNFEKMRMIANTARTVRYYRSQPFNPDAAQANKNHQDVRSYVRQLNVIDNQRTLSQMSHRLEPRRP
TGFb inhibitor = blocks TGF-b signaling | HepG2 CAGA-GFP TGF-b/SMAD3 reporter, GFP fluorescence, 18 h; TGF-beta stimulated, 500 pg/mL final | Potency, µM (series often up to 46.1 µM), inactives show at the highest dose activity, negative = inhibition, most hits filed as inhibitors | 410,000 compounds, 1.2% hits | AID 588855; note: % is set by controls: 0 for no effect and ±100 for the full control effect; nearly all actives have a fitted effect of over 65% in size
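GFP signal (ex488/em500-530) from TGF-beta-stimulated HEPG2 CAGA-GFP cells, 500 pg/mL final, 18 h at 37 degrees C in DMEM plus 1% FBS, normalized to unstimulated and DMSO-stimulated controls.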
MCF10A rereplic = inducers of DNA re-replication in MCF 10A breast cells. AID 624296. MCF 10A DNA re-replication, Hoechst nuclear intensity, 48 h. Potency, µM (highest dose often 46.1 µM), without a hit: at the top dose activity, positive = re-replication, hits mostly activators. 350,000 compounds, 2.9% hits; note: % of control where 0% means no effect; nearly all actives have a fitted effect of over 50% in size
S2 tox = viability counter-screen for ATXN expression inhibitors; S2 cells (HEK-293 line with an ATXN2-luciferase reporter) viability, CellTiter-Fluor protease fluorescence, 24 h; 400,000 compounds, 0.49% hits; Potency, µM (top dose mostly 56.7 µM), actives largely listed as cytotoxic; note: nearly all actives have a fitted effect of over 40% in size
HepG2 viability = counter-screen for TGF-b inhibitors: cytotoxicity in HepG2 cells. Potency, µM (doses to about 46.1 µM), for the others: at the top dose activity change, negative = cytotoxicity, actives largely listed as cytotoxic. 410,000 compounds, 0.76% hits. HepG2 CAGA-GFP viability, ATP luminescence, 18 h; note: some results filed as inactive show a strong effect at the top dose
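CellTiter-Glo luminescence gave cytotoxicity after 18 hours at 37 degrees C. The cells were HepG2 CAGA-GFP in 1% FBS DMEM, stimulated with 500 pg/mL TGF-beta after compound addition. %Activity was normalised to no-cell wells (complete cell-killing) and DMSO (no toxicity), and curves were fitted and classified.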
Starred values were filed as active, the others as inactive; i = inactive; ? = inconclusive; nt = not tested or not shown; [ ] = dose if it differs, or a comment. Calls come from the whole dose curve; as a rule, active = well fitted curve in the direction sought with a large enough effect; inconclusive = small, poorly fitted or top-dose-only effect, or another doubt; inactive = no such curve, though single readings can be large; an effect the other way counts as inactive or inconclusive. Potency is the fitted concentration of half-maximal effect.

SMILES	Nrf2 activator	A549 viability	ATXN2 expr inh	Nrf2 block	EPAC2 antagonist	TGFb inhibitor	MCF10A rereplic	S2 tox	HepG2 viability
Cn1ccc(=NC=C(C#N)C#N)c2ccccc21	5.2%	?	-35%	?	0%	2%	-9%	?	0%
O=C(CCNC(=O)c1ccc([N+](=O)[O-])cc1)Nc1ccc(F)cc1	-0.2%	0%	-6%	-15%	6%	1%	-1%	i	-7%
CC(C)CC(NC(=O)C(NC(=O)OC(C)(C)C)C(C)C)C(N)=O (stereo not drawn)	0.0%	-1%	-3%	0%	1%	-14%	15%	i	-24%
CCCn1nnc(NC(=S)NC(=O)c2cccs2)n1	0.0%[9.22 µM]	8%	16%	?	15%	8%	19%	i	-2%
Cc1ccc(NC(=O)Cn2c(=O)cnc3ccccc32)cc1S(=O)(=O)N1CCCCC1	-0.4%	-18%	-8%	13µM*	0%	?	-1%	i	-33%
N#Cc1cc(-c2ccccc2)oc1NC(=O)c1ccco1	3.3%	-9%	8%	-29%	0%	4%	8%	i	-22%
COC(=O)[C@]1(Sc2ccc(C)cc2)CC(=O)N[C@@H]1c1ccco1	-0.7%	nt	-1%	nt	1%	nt	nt	i	nt
COc1cc(OC)c(NC(=O)C(NS(=O)(=O)c2cccc3nsnc23)c2ccccc2)cc1Cl (stereo not drawn)	2.9%	2%	3%	19%	nt	-23%	nt	i	-27%
CCN(CC(=O)NCc1cccs1)C(=O)Cc1ccc(Cl)c(Cl)c1	-0.3%	-1%	-20%	-18%	-10%	?	1%	i	-11%
O=C(CN1CCOCC1)Nc1ccc2c(c1)OC(F)(F)O2	-0.1%	2%	-25%	-1%	3%	2%	?	i	-4%
O=C(c1ccco1)N1CCN(C(c2ccccc2Cl)c2nnnn2Cc2ccco2)CC1 (stereo not drawn)	2.0%	-2%	1%	-13%	-2%	-7%	?	i	-50%
COc1ccc(C(C)=O)cc1COC(=O)C(CO)NS(=O)(=O)c1ccc(Br)cc1 (stereo not drawn)	0.2%	-4%	-12%	-19%	18%	-2%	0%	i	-18%
CC1CCCC(C)N1C(=O)COC(=O)CCC(=O)c1ccc(F)cc1 (stereo not drawn)	-0.8%	7%	nt	0%	3%	0%	18%	i	-9%
CC(=O)N1CCC2(CC1)CC(=O)c1cc(OCC(=O)NCc3ccc(C)cc3)ccc1O2	2.5%	-18%	-2%	-14%	12%	0%	17%	i	-16%
O=c1cc(-c2cccc(F)c2)[nH]c2ccccc12	-1.7%	-5%	5%	?	0%	?	1.3µM*	?	7%
CCCOc1ccc(-c2nnn(CC(=O)c3c[nH]c4ccccc34)n2)cc1	-0.6%	4%	-6%	-7%	-2%	-3%	-3%	i	-2%
COc1ccc2oc(C)c(C(=O)c3ccc([N+](=O)[O-])cc3)c2c1	3.7%	-1%	6%	-3%	-1%	2%	?	i	-2%
O=C(CC1C[C@H](C(=O)N2CCCCC2)[C@@]2(CCc3ccccc3)c3[nH]c4ccccc4c3CCN2C1=O)NCc1cccc(C(F)(F)F)c1 (stereo partly drawn)	-1.0%	-17%	3%	?	5%	-12%	1%	i	-12%
Cn1c(=O)c2c(-c3ccccc3)n(-c3ccccc3O)cc2n(C)c1=O	0.0%	-3%	-7%	0%	5%	-1%	1%	i	1%
CCn1cnc2sc(C(=O)N(Cc3ccc(N(C)C)cc3)Cc3ccco3)c(C)c2c1=O	2.6%	14%	-8%	-23%	-15%	28%	?	i	-47%
O=S(=O)(Nc1c(O)ccc2ccccc12)c1ccccc1	-0.6%	3%	nt	7%	-2%	?	?	i	-28%
COC(=O)c1ccc(COC(=O)c2ccc(C)c(S(=O)(=O)N3CCCCC3)c2)cc1	0.5%	-12%	24%	-2%	-7%	-9%	6%	i	-9%
O=C(O)CSCC(=O)NCc1ccccc1	0.0%	1%	3%	3%	-4%	8%	-5%	i	-16%
Nc1ccccc1SCc1ccccc1	0.1%	2%	nt	9%	-18%	-5%	7%	i	-1%
CCOc1ccc(-n2cnnn2)cc1S(=O)(=O)N1CCCCC1	-0.4%	4%	4%	?	23%	3%	?	i	5%
(list continues)
SMILES	Nrf2 activator	A549 viability	ATXN2 expr inh	Nrf2 block	EPAC2 antagonist	TGFb inhibitor	MCF10A rereplic	S2 tox	HepG2 viability
COc1ccc(C2(c3ccc(OC)cc3)NC(=O)N(CC(=O)NC(C)C)C2=O)cc1	0.0%	0%	-7%	5%	-9%	1%	-19%	i	-10%
O=C1c2ccc(Oc3ccc4c(c3)C(=O)N(CCCCO)C4=O)cc2C(=O)N1CCCCO	0.1%	-4%	-4%	1%	-3%	-11%	?	i	1%
CSc1ccccc1C(=O)N1CCC(CCC(=O)NCc2ccc(F)cc2)CC1	-0.3%	-8%	-7%	-4%	6%	-4%	11%	?	0%
O=C(c1ccc(N2CCOCC2)c([N+](=O)[O-])c1)N1CCN(S(=O)(=O)c2cccs2)CC1	0.0%	-5%	-36%	-14%	1%	-2%	-8%	?	-5%
CCOc1cccc(C(=O)Nc2ccncc2)c1	0.6%	-5%	5%[11.3 µM]	?	-3%	-9%	7%	i	-24%
Cc1nnc(-c2ccccc2)[nH]c1=O	1.7%	0%	6%	-3%	-6%	-3%	0%	i	-1%
CCCCN1C(=N)N([C@@H](C)CN2CCC[C@H]2CN2C(N)=NC[C@H]2CC(C)C)C[C@H]1[C@H](C)CC	-0.4%	-7%	3%	14%	22%	17%	2%	i	4%
CC(C)(C)c1ccc(-c2nc(C#N)c(NCc3cccnc3)o2)cc1	1.1%	-20%	32%[activator]	1%	-3%[57.1 µM]	-3%	?	i	-90%
COc1ccc(Cl)cc1C(=O)CSc1nc(N)cc(N)n1	0.2%	-2%	4%	0%	1%	-20%	7%	i	7%
O=C(C(=O)N1CCN(c2ccc([N+](=O)[O-])cc2)CC1)c1cn(CC(=O)N2CCOCC2)c2ccccc12	0.3%	?	-9%	?	14%	2%	9%	?	0%
COc1cc2c(C(=O)N3CCN(C)CC3)c(CSc3ccccc3)n(C)c2cc1Br	2.6%	-11%	3%	-2%	-19%	?	13%	i	-40%
CCCNC(=O)c1ccc(Cl)c(Cl)c1	-0.4%	0%	-1%	-1%	3%	-5%	1%	?	2%
COc1cc(NC(=O)c2nc3ccccc3nc2N2CCCCC2)cc(OC)c1OC	10%	-9%	11%	-18%	nt	27%	nt	?	-36%
Cc1ccc(NC(=O)CCNC(=O)c2ccccc2Cl)cc1S(=O)(=O)N(C)C	0.1%	8%	2%	11%	10%	-19%	0%	?	-1%
Cc1nn(C(C)C(=O)Nc2ccc(Cl)cn2)c(C)c1[N+](=O)[O-] (stereo not drawn)	-0.6%	7%[1.84 µM]	-15%	-6%	-6%	4%	-6%	i	12%
CCOc1ccc(C(=O)COC(=O)c2nc3nccc(C)n3n2)cc1	-0.4%	2%	8%	5%	25%	22%	-3%	i	11%
O=C(COC(=O)c1ccc2c(c1)C(=O)N(CCc1ccccc1)C2=O)Nc1ccc(OC(F)F)cc1	-0.4%[9.22 µM]	-2%	-13%	10%	4%	-14%	27%	i	-28%
CCOC(=O)CN(C(=O)CSc1nnc(CNc2ccc(F)cc2)n1C)c1ccccc1	-0.2%	-1%	-9%	0%	-6%	-8%	-1%	i	-6%
COc1ccc(C)cc1S(=O)(=O)Nc1ccccc1C	-0.1%	1%	-5%	-11%	-6%	-38%	-1%	i	-42%
Cc1ccc(CNC(=O)CC[C@H]2O[C@@H](n3cc(C)c(=O)[nH]c3=O)C[C@@H]2O)o1	-0.3%	nt	9%	nt	7%	-13%	nt	i	2%
COc1ccc(CNC(=O)c2cnc3sc(N4CCCC4)nn3c2=O)cc1OC	3.4%	4%	nt	?	nt	-3%	nt	nt	-23%
C/C(=N\NC(=O)c1ccc(Cl)cc1)c1cccc(NC(=O)c2cccnc2)c1	8.9%	-17%	53%[activator]	-56%	-14%	-8%	8%	i	-23%
Cc1ccc(C)c(CN2CCCN(Cc3ccc(F)cc3)S2(=O)=O)c1	1.2%	1%	nt	3%	nt	0%	nt	nt	-29%
O=[N+]([O-])c1cc(S(=O)(=O)Nc2ccccc2)ccc1N1CCN(c2ccc(O)cc2)CC1	-0.8%	-2%	-20%	-6%	15%	?	?	?	-18%

Five structures already listed, sorted by molar mass, largest number first.
SMILES	Nrf2 activator	A549 viability	ATXN2 expr inh	Nrf2 block	EPAC2 antagonist	TGFb inhibitor	MCF10A rereplic	S2 tox	HepG2 viability
O=C(COC(=O)c1ccc2c(c1)C(=O)N(CCc1ccccc1)C2=O)Nc1ccc(OC(F)F)cc1	-0.4%[9.22 µM]	-2%	-13%	10%	4%	-14%	27%	i	-28%
Cc1ccc(NC(=O)CCNC(=O)c2ccccc2Cl)cc1S(=O)(=O)N(C)C	0.1%	8%	2%	11%	10%	-19%	0%	?	-1%
COc1ccc(CNC(=O)c2cnc3sc(N4CCCC4)nn3c2=O)cc1OC	3.4%	4%	nt	?	nt	-3%	nt	nt	-23%
COc1ccc(Cl)cc1C(=O)CSc1nc(N)cc(N)n1	0.2%	-2%	4%	0%	1%	-20%	7%	i	7%
Cc1nnc(-c2ccccc2)[nH]c1=O	1.7%	0%	6%	-3%	-6%	-3%	0%	i	-1%

Screens: PubChem BioAssay, National Center for Advancing Translational Sciences (NCATS)

The list is partial; count on the stated rates, not on these rows.
